From PubChem BioAssay
Rab9 prom act: activates the Rab9 promoter. Huh7 Rab9 promoter-luciferase reporter, luminescence, 24 h. Potency, µM (titrated, usually from 9.22 µM), for inactives: at the top dose activation, negative = inhibition, hits mostly activators. actives 2.8% (n = 320,000). AID 485297; further: % of control where 0% means no effect; nearly all actives have a fitted effect of over 60% in size
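Luminescence read-out: Huh7 cells stably expressing Rab9-luciferase, treated 24 h with compound at 37 °C, then lysed with luciferase reagent for 10 min at ambient before reading.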
p53 reactivator: re-activators of mutant p53. actives 0.063% (n = 320,000). Potency, µM (titrated, usually from 92.2 µM), for inactives: top-dose activity change, positive = activation, actives largely listed as activators. H1299 p53-A138V BP100-luciferase reporter, luminescence, 24 h; further: % of control where 0% means no effect; nearly all actives have a fitted effect of over 45% in size
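p53-null H1299 cells stably carrying temperature-sensitive p53-A138V and a BP100-luciferase reporter were pinned with compounds (4-point, 1:5 series) and held 24 hrs at 37 deg C. Luminescence was read 10 min after detection reagent.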
NPC1 prom act: activators of NPC1 promoter; Huh7 NPC1 promoter luciferase reporter, 24 h; Potency, µM (series often up to 9.22 µM), for inactives: at the highest dose activation, hits mostly activators; actives 2.4% (n = 320,000); AID 485313;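 further: % of control where 0% means no effect; nearly all actives have a fitted effect of over 60% in size; reporter is driven by a mutant NPC1 promoter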
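Luminescence read-out of NPC1 promoter-driven luciferase in stably transfected Huh7 cells; compounds delivered in DMSO and left 24 h at 37C, 5% CO2, qHTS titration format.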
MBNL1-CUG inh: MBNL1-poly(CUG) RNA binding inhibition | Q9NR56 | TR-FRET MBNL1-His/biotin-(CUG)12 binding, 665/545 ratio | Potency, µM (top dose mostly 57.5 µM), for the others: at the highest dose activity change, negative = inhibition, actives largely listed as inhibitors | actives 0.036% (n = 280,000) | AID 2675; active means well fitted inhibition curve with a large enough effect in the signal ratio, with a control signal flat, not every such curve was filed as active; inconclusive means small, poorly fitted or top-dose-only effect, or effect the other way, or a change in a side signal; inactive means no such curve, though single readings can be large or run the other way; the % refers to the signal ratio; further: on the % scale 0 is the no-effect control and ±100 the full control effect
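Ratiometric TR-FRET (665 over 545 nm, excitation 340 nm) tracks disruption of MBNL1-His/biotin-(CUG)12 complex after 60 min at room temperature, with compounds at 92 nM to 58 uM final.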
ELG1 genotoxic: genotoxicity induction in ELG1-luciferase HEK293T cells; Potency, µM (highest dose often 46 µM), inactives show top-dose activity change, positive = activation, hits mostly activators; AID 504466; actives 1.3% (n = 330,000); HEK293T ELG1-luciferase reporter, luminescence, 16 h; further: % of control where 0% means no effect; nearly all actives have a fitted effect of over 60% in size
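16 hr compound incubation (37 °C, 5% CO2) of HEK293T cells carrying luciferase-tagged ELG1; luciferase then measured by ONE-Glo luminescence after 30 min at RT.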
Gal4-VP16 FLuc: Gal4-VP16 reporter inhibition counter-screen | actives 3.5% (n = 310,000) | Drosophila S2 Gal4-VP16 UAS-luciferase, luminescence, 20 h | Potency, µM (highest dose often 53.6 µM), inactives show top-dose activity, negative = inhibition, most hits filed as inhibitors;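 further: Gal4-VP16 expression switched on by copper sulfate through the metallothionein promoter; on the % scale 0 is the no-effect control and ±100 the full control effect; nearly all actives have a fitted effect of over 50% in size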
RORg inh: inhibitors of mouse ROR gamma transcriptional activity. Potency, µM (titrated, usually from 53.6 µM), for the others: at the top dose activity change, negative = inhibition, hits mostly inhibitors. actives 5.4% (n = 310,000). Drosophila S2 Gal4-RORgamma UAS-luciferase reporter, 20 h; further: on the % scale 0 is the no-effect control and ±100 the full control effect; nearly all actives have a fitted effect of over 60% in size
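Stable Schneider cell line, Gal4 DNA-binding domain fused to ROR gamma, UAS-luciferase. Cmpd 1 hr RT → CuSO4 700 uM final → 20 hr RT → luciferase reagent 10 min → luminescence.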
uPA generation: inhibitors of cell surface uPA generation; Potency, µM (series often up to 38.3 µM), without a hit: at the highest dose activity change, negative = inhibition, actives largely listed as inhibitors; actives 0.31% (n = 330,000); cell surface uPA generation assay, qHTS; active means well fitted inhibition curve with a large enough effect; inconclusive means small, poorly fitted or top-dose-only effect; inactive means no such curve, though single readings can be large or run the other way; tested in mouse RAW 264.7 cells; further: on the % scale 0 is the no-effect control and ±100 the full control effect; nearly all actives have a fitted effect of over 55% in size
BRCA1 expr act: BRCA1 expression activation | actives 1.1% (n = 380,000) | Potency, µM (series often up to 46.1 µM), inactives show at the highest dose activation, hits mostly activators | MCF7-BRCA1-FFLuc reporter, luminescence, 48 h; response scale: scaled: vehicle 0%, 10 µM genistein 100%; further: nearly all actives have a fitted effect of over 80% in size; some results filed as inactive show a strong effect at the top dose
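Quantitative HTS in MCF7 cells stably reporting BRCA1 expression via firefly luciferase. Compound treatment lasts 48 h at 37 °C in phenol-red free MEM. Activation is expressed relative to genistein at 10 microM and DMSO.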
FLuc counter: counter-screen for miR-21 project: firefly luciferase inhibitors or activators. Potency, µM (top dose mostly 57.5 µM), for the others: at the highest dose activity change, negative = inhibition, hits mostly inhibitors. purified FLuc, Km substrates, luminescence inhibition. P08659. actives 6.9% (n = 360,000);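 further: plate controls were vehicle for no effect and reference inhibitor for full effect; nearly all actives have a fitted effect of over 55% in size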
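Biochemical qHTS of compounds, final roughly 60 µM downward over six points, against 10 nM purified firefly luciferase using Km concentrations of substrates (10 uM D-luciferin, 10 uM ATP) in Tris acetate pH 7.5 buffer; luminescence output.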
CXXC DNA block: inhibitors of human MLL CXXC domain-DNA interaction | Q03164 | MLL-CXXC / FITC-HOXA9 DNA fluorescence polarization | Potency, µM (highest dose often 115 µM), for the others: at the highest dose activity change, negative = inhibition, actives largely listed as inhibitors | actives 0.037% (n = 290,000) | AID 2662; active means well fitted inhibition curve with a large enough effect in the polarisation, with a control signal flat, not every such curve was filed as active; inconclusive means small, poorly fitted or top-dose-only effect, or effect the other way, or a change in a side signal; inactive means no such curve, though single readings can be large or run the other way; the % refers to the polarisation
Target sequence (Q03164 whole entry, looked up, the tested form may be a part): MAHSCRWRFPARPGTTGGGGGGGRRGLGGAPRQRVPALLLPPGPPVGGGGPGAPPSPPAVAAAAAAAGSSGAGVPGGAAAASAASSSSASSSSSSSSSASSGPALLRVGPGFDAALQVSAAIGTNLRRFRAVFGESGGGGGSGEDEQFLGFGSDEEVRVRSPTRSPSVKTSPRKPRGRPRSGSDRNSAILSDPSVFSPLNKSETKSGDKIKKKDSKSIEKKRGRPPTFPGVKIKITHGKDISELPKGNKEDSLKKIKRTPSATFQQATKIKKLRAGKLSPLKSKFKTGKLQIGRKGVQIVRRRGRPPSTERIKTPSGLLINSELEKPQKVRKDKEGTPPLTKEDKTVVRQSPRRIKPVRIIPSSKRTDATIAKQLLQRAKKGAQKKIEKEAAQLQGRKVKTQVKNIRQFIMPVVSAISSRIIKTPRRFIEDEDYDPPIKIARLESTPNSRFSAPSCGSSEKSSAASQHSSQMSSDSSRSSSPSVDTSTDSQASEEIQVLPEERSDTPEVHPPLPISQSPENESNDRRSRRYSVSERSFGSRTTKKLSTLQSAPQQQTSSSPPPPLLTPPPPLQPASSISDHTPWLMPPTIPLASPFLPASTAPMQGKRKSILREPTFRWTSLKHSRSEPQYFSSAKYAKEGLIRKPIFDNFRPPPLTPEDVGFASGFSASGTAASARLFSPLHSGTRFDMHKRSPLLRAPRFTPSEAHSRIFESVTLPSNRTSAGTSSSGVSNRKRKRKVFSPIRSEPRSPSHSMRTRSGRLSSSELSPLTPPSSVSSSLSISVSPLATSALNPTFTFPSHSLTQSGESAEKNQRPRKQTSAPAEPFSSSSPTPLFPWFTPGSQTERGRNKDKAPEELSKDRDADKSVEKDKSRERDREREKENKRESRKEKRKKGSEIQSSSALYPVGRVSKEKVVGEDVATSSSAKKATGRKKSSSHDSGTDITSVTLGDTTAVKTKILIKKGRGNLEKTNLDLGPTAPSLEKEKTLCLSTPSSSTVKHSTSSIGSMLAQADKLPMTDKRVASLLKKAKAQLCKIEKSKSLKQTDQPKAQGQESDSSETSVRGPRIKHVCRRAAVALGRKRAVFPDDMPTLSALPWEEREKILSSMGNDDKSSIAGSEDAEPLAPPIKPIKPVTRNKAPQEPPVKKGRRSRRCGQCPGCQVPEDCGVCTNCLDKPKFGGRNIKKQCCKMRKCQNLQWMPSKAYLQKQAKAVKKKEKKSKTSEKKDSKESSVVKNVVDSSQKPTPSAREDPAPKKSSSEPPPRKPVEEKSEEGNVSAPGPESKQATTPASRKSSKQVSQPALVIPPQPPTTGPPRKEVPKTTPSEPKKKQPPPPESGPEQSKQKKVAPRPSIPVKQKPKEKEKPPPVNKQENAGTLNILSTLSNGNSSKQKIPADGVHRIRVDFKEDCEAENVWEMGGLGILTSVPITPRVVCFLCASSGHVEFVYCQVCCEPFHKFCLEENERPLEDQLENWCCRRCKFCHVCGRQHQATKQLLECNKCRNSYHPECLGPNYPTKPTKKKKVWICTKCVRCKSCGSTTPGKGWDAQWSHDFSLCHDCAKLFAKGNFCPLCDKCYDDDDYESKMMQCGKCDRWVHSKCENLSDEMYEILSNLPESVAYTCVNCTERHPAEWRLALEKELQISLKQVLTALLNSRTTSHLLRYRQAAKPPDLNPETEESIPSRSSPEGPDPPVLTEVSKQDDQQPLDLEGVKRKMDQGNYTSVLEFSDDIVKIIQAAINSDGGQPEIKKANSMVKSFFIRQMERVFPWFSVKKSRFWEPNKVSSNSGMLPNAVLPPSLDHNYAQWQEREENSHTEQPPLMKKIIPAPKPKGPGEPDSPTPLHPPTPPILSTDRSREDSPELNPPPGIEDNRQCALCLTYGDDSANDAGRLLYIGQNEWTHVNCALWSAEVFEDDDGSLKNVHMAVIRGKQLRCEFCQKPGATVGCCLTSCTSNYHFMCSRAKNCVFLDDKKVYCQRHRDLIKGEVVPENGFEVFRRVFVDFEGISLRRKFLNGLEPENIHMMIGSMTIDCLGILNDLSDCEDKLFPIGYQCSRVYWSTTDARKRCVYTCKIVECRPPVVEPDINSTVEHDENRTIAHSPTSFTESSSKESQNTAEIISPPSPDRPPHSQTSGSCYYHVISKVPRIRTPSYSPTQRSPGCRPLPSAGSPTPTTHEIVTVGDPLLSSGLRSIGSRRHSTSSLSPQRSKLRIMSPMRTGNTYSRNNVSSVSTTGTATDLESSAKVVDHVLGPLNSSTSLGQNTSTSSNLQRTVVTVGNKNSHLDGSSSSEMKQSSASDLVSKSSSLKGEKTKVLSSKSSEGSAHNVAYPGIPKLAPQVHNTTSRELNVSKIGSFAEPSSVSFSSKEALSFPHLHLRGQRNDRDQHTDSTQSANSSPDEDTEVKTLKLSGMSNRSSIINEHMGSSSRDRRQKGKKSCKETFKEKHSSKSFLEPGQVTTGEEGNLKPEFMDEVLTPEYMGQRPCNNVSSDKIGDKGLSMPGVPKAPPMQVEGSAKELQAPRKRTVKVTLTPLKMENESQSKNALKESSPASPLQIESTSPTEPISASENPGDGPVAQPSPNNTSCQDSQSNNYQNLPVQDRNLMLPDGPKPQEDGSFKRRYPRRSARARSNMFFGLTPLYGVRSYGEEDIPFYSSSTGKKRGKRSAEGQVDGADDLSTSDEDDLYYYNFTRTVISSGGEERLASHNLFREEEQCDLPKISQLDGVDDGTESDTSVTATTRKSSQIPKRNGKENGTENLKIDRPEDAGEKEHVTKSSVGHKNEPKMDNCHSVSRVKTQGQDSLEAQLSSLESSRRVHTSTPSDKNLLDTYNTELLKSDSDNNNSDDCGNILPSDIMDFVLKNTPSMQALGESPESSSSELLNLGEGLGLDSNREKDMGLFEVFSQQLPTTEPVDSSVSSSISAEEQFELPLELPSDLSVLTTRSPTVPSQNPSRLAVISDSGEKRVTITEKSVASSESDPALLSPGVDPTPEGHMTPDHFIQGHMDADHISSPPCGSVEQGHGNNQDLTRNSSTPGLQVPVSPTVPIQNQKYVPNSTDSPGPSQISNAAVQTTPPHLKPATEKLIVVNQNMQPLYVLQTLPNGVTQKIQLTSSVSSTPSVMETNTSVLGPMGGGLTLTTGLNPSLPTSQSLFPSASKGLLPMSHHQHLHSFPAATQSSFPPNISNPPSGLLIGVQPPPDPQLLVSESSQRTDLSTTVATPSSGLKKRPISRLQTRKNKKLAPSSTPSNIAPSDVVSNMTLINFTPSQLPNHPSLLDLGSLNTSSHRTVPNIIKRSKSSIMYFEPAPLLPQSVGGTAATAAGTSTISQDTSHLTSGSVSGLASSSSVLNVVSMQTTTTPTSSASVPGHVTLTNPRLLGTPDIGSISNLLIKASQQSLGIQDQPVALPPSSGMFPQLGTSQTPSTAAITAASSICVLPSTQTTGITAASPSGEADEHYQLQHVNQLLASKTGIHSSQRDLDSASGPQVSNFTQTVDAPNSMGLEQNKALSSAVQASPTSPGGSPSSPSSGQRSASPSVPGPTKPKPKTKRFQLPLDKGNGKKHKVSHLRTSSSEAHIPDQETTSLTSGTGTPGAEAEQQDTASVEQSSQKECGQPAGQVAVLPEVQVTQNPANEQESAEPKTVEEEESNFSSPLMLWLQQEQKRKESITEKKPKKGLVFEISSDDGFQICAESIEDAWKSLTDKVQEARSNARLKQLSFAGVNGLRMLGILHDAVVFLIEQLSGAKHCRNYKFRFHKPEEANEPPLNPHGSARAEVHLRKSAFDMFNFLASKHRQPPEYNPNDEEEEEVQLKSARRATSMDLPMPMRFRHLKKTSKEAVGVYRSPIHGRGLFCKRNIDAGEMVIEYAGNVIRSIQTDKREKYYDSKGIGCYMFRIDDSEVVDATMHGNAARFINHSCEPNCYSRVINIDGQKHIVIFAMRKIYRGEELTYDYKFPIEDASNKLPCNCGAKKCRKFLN
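Fluorescence polarization: 7 uM MLL-CXXC (stock) preincubated 5 min with compounds, then 50 nM fluorescein-HOX-A9 DNA (stock) added; 30 min ambient. Buffer 50 mM Tris-HCl pH 7.5, 50 mM NaCl, 1 mM DTT, 0.05% BSA.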
Active calls of the source: *; ? = inconclusive; · = not tested or not shown; [ ] = another dose, or the depositor's remark. Unless noted, the call rests on the fitted dose curve; in most records, active means well fitted curve in the direction sought with a large enough effect; inconclusive means small, poorly fitted or top-dose-only effect, or another doubt; inactive means no such curve, though single readings can be large; an effect the other way counts as inactive or inconclusive. Potency means the concentration at half of the fitted maximal effect. This is a subset. The share of hits here may be higher or lower than overall.

SMILES	Rab9 prom act	p53 reactivator	NPC1 prom act	MBNL1-CUG inh	ELG1 genotoxic	Gal4-VP16 FLuc	RORg inh	uPA generation	BRCA1 expr act	FLuc counter	CXXC DNA block
CCOc1ccc(-n2c(SC)nc3c(c2=O)SCC3)cc1	-4%	3%	-1%	17%	0%	-2%	-4%	2%	-16%	9%	5%
CC(CNC(=O)c1ccc(C(C)(C)C)cc1)CN(C)C (stereo not given)	7%	-7%	2%	-3%[11.5 µM]	0%	-6%	31%	0%	-11%	-4%	-1%
COc1ccc(/C=C/C(=O)Nc2cccnc2Cl)cc1	2.5µM*	7%	2µM*	?	9.2µM*	5%	1%	?	?	5.4µM*	-14%
O=c1[nH]c2ccccc2n1CCCOc1ccccc1	14%	0%	5%	-6%	3%	3%	41%	0%	31%	?	11%
COc1ccc(CCN(CC(=O)NC2CCCC2)C(=O)CCC(=O)Nc2cc(C)on2)cc1OC	1%	9%	3%	-5%	-7%	1%	1%	0%	2%	-1%	3%
Cc1cc(C)c(NC(=O)CN)c(C)c1	-1%	5%	-1%	-4%	1%	-1%	-4%	-3%	-8%	-1%	-3%
CC1CCCC(N2CCN(C(=O)c3cccc(F)c3)CC2)C1 (stereo not given)	-1%	-1%	1%	1%	-1%	6%	-15%	2%	-14%	-1%	0%
O=[N+]([O-])c1ccc(Nc2ccccc2F)nc1	-20%	-3%	-5%	?	0%	-4%	?	?	18%	3%	20%
Cc1cc(C(=O)COc2ccccc2Cl)c(C)n1-c1ccc2c(c1)OCO2	25%	18%	19%	0%	?	?	2%	-9%	?	21µM*	13%
C=C(C)CSc1nc(N)cc(=O)[nH]1	0%	-1%	1%	-6%	4%	1%	-16%	-10%	6%	9%	4%
Cc1sc2nc(CN(Cc3cccs3)C(=O)NC3CCCCC3)[nH]c(=O)c2c1C	-2%	10%	3%	-5%	-21%	-10%	1%	1%	-61%	-2%	-1%
COc1ccccc1NC(=O)NNC(=O)c1ccc2c(c1)NC(=O)C(C)(C)O2	-2%	1%	2%	3%	-2%	1%	-9%	-2%	-29%	1%	3%
COc1ccc(NC(=O)c2cc3n(n2)C(C(F)(F)F)CC(c2ccco2)N3)cc1 (stereo not given)	5%	-6%	1%	5%	10%	2%	?	-13%	0%	-2%	9%
Cc1cccc(NC(=O)CSc2nnc(-c3ccco3)o2)c1C	0%	-6%	1%	4%	-1%	6%	-14%	-1%	0%	-11%	3%
CCOC(=O)NC(c1cccc(Cl)c1)C1CCCCCC1=O (stereo not given)	0%	16%	3%	0%	3%	-3%	22%	-1%	-16%	1%	9%
CC(C(=O)NCC1CCCO1)N(C(=O)c1snc(C(N)=O)c1N)c1cccc(F)c1 (stereo not given)	2%	-8%	0%	?	0%	9%	4%	·	0%	2%	3%
Cc1ccc(NC(=O)c2cc(-c3ccco3)on2)cc1C	7%	?	14%	11%	?	1%	27%	·	32%	2.7µM*	5%
COc1ccc(Cn2c(C)c(C)c(C#N)c2NC(=O)Nc2ccccc2)cc1	-6%	-16%	-3%	-7%	0%	0%	-14%	-7%	-18%	0%	-4%
COc1ccc(N2C(=O)c3ccccc3NC2c2ccc(NC(C)=O)cc2)c(OC)c1 (stereo not given)	0%	-5%	1%	1%	-1%	3%	5%	8%	22%	1%	-1%
CCCN(CC(=O)Nc1ccccc1OC)Cc1c(O)ccc2ccccc12	8%	11%	1%	2%	-3%	2%	-20%	1%	-29%	0%	82%[activator]
O=C(CCC(=O)CCN1CCCCC1)CCN1CCCCC1	·	·	·	7%	·	-16%	7%	3%	0%	3%	0%
CCC(=O)N(CCO)Cc1cc2ccc(C)c(C)c2[nH]c1=O	0%	-7%	1%	-9%	0%	-7%	-20%	2%	3%	-4%	2%
CCC(C)(C(=O)NC1CCCCC1)N(Cc1ccco1)C(=O)CNC(=O)c1ccccc1 (stereo not given)	-7%	-3%	-3%	-4%	0%	2%	-1%	0%	-3%	9%	6%
COc1ccc(CNc2nc3nc4c(c(=O)n3[nH]2)CCC4)cc1	-21%	-6%	-4%	-10%	-2%	-2%	2%	1%	-15%	4%	3%
CC1CCN(C(=O)CCNC(=O)c2ccccc2Cl)CC1	-5%	1%	2%	-4%	2%	9%	0%	6%	31%	-1%	-3%

Shown as a hit in NPC1 prom act, of those listed so far:
SMILES | Rab9 prom act | p53 reactivator | NPC1 prom act | MBNL1-CUG inh | RORg inh | uPA generation | BRCA1 expr act | CXXC DNA block
COc1ccc(/C=C/C(=O)Nc2cccnc2Cl)cc1 | 2.5µM* | 7% | 2µM* | ? | 1% | ? | ? | -14%

An excerpt from above, limited to p53 reactivator and BRCA1 expr act:
SMILES,p53 reactivator,BRCA1 expr act
COc1ccc(/C=C/C(=O)Nc2cccnc2Cl)cc1,7%,?
O=c1[nH]c2ccccc2n1CCCOc1ccccc1,0%,31%

Continued.
SMILES	Rab9 prom act	p53 reactivator	NPC1 prom act	MBNL1-CUG inh	ELG1 genotoxic	Gal4-VP16 FLuc	RORg inh	uPA generation	BRCA1 expr act	FLuc counter	CXXC DNA block
COc1ccccc1CNC(=O)COC(=O)c1n[nH]c2ccccc12	-9%	-2%	7%	4%	1%	-9%	-27%	0%	-17%	-2%	0%
Cn1c(=S)c2[nH]c(SCCN3CCCC3)nc2n(C)c1=O	-3%[1.84 µM]	-1%	3%	?	-5%	?	1µM*	4%	-7%	-15%	-3%
O=C(NCCC1CCCCN1S(=O)(=O)c1ccc(Cl)cc1)C(=O)NCc1ccco1 (stereo not given)	0%	-8%	-5%	·	-2%	·	·	-12%	-69%	3%	·
CC(C)(C)NS(=O)(=O)c1ccc(CCC(=O)Nc2cc(Cl)ccc2Oc2ccccc2)cc1	-3%	4%	-1%	-3%	-15%	-3%	-4%	-12%	-67%	0%	10%
Clc1ccc(CNCc2cccs2)cc1Cl	-1%	?	-2%	-8%[11.5 µM]	7%	-3%	-14%	0%	6%	?	-4%
O=C(Cc1ccc(S(=O)(=O)N2CCOCC2)s1)NCCc1ccc(F)cc1	4%	2%	0%	·	3%	·	·	2%	-1%	0%	·
N#Cc1cnn2c(C(F)(F)F)cc(-c3ccccc3)nc12	0%	·	-8%	?	14%	-9%	16%	-8%	-28%	10%	12%
O=c1cc(/N=C/c2coc3c(ccc4ccccc43)c2=O)[nH]c(=S)[nH]1	-8%	14%	1%	·	-3%	?	-39%	0%	-57%	?	13%
Cc1ccc(-c2nc3cc(Br)cnc3nc2-c2ccc(C)cc2)cc1	1%	0%	-29%	·	-9%	-10%	0%	-4%	-54%	4%	15%
CCOC(=O)COc1ccccc1/C=C\[N+](=O)[O-]	-46%[inhibitor]	-18%	-37%[inhibitor]	-10%	?	3.5µM*	16µM*	-16%	-96%	?	-12%
O=C(NCCC1=CCCCC1)C(=O)NCC1OCCCN1S(=O)(=O)c1cc(F)ccc1F (stereo not given)	-5%	-1%	-2%	-2%	-5%	-1%	2%	5%	-19%	5%	-3%
O=C(C1CCN(CCCc2ccccc2)CC1)N(CCc1ccccc1)Cc1ccccc1	0%	-8%	0%	-6%[11.5 µM]	-4%	-13%	34%	-9%	-69%	5%	16%
CCC(=O)NC(=Nc1nc2ccccc2s1)NC(=O)CC	3.5µM*	?	1.3µM*	-10%	?	-11%	-2%	-6%	?	3.8µM*	-3%
CCOC(=O)C1=C(C)NC2=C(C(=O)CC(C)(C)C2)C1c1ccc(O)c(OCC)c1 (stereo not given)	-2%	0%	2%	14%	7%	6%	30%	-9%	-1%	6%	1%
O=C(Nc1ccc([N+](=O)[O-])cc1)Nc1ccc(N2CCOCC2)c2nonc12	-4%	-5%	-12%	5%	-8%	10%	0%	2%	-10%	6%	7%
COc1cccc(CNC(=O)Cc2csc(Nc3nc(=S)[nH]c4ccccc34)n2)c1	-4%	-5%	1%	0%	15%	?	6.3µM*	-2%	-73%	0%	10%
O=C(NCCc1csc(-c2ccccc2)n1)c1ccco1	3%	1%	-1%	0%	-1%	-11%	31%	-2%	55%	?	-6%
COc1cc(/C=N/NC(=O)c2ccoc2C)cc(OC)c1O	0%	?	0%	·	6%	6%	-1%	2%	18%	-20%	1%
CCN(CC1COc2ccccc2O1)C(=O)CN1C(=O)NC(C)(c2ccccc2)C1=O (stereo not given)	-5%	-6%	-4%	·	2%	·	·	-3%	-27%	-2%	·
Cc1ccc(S(=O)(=O)N2[C@@H](c3ccc(F)cc3)C(C(=O)O)=CC[C@H]2c2ccc3c(c2)OCO3)cc1	-4%	7%	-1%	·	0%	·	·	1%	-2%	4%	·
CC1CCCC(C)N1C(=O)c1ccc(CS(=O)(=O)c2ccccc2)cc1 (stereo not given)	4%	17%	-3%	-5%	-7%	?	45%	-17%	12%	6%	10%
